# High-throughput results (PubChem BioAssay)
# V1R ag counter: activates human V1a receptor in oxytocin agonist counter-screen | P37288 | CHO-V1R cells, Fluo-8 calcium fluorescence, agonist mode; 0% DMSO, 100% 3 nM vasopressin | activation, % at 3 µM | 320,000 compounds, 0.25% hits;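 active = activation above the mean activation of all tested compounds plus 3 SD, per screening run, cut at about 20% in these data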;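 also: signal is peak over basal fluorescence ratio across a 100 second FLIPR read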
# CHO-K1 Ca ag: nonselective activator or artifact in parental CHO-K1 cells. Fluo-8 calcium fluorescence; scaled to maximal ATP response, vehicle zero. activation, % at 3 µM. 360,000 compounds, 0.48% hits; in the data active = activation above about 15%;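 also: untransfected CHO-K1 host cells lacking M1 receptor as counterscreen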
# CHO-K1 Ca PAM: nonselective activator or artifact in parental CHO-K1 calcium assay. activation, % at 3 µM. 360,000 compounds, 0.02% hits. AID 602247. ATP EC20, Fluo-8 calcium fluorescence; 0% at ATP EC20, 100% at ATP max;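 active = activation above the run cutoff, the mean activation of all test compounds plus 3 SD, cut at about 40% in these data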;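 also: peak over basal fluorescence ratio in a 140 s read after ATP addition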
# OXTR ag: human OXTR agonism | P30559 | CHO-OTR cells, Fluo-8 calcium fluorescence; normalized: DMSO 0%, oxytocin 100% | activation, % at 3 µM | 320,000 compounds, 0.32% hits;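 active = activation above the mean of all tested compounds plus 3 SD, cutoff set per screening run, cut at about 20% in these data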;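 also: peak over basal fluorescence ratio from a 100 s FLIPR kinetic read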
# Target sequence (P30559 whole entry, looked up): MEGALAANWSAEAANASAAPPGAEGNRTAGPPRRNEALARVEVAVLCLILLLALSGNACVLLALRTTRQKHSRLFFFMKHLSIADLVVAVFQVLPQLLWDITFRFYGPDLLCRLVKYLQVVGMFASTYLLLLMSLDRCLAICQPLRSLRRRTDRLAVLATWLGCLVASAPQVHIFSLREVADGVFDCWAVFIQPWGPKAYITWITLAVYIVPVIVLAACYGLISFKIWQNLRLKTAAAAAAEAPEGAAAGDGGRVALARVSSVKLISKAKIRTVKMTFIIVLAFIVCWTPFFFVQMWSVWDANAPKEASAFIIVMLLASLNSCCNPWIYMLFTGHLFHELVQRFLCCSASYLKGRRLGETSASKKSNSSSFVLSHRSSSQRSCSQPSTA
# OXTR potentiator: potentiates the human oxytocin receptor response. P30559. CHO-OTR cells, Fluo-8 calcium fluorescence, potentiator mode; 0% = oxytocin EC15, 100% = EC100. activation, % at 3 µM. 320,000 compounds, 0.061% hits;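 active = activation above that plate's cutoff, the mean activation of tested compounds plus 3 SD, cut at about 6.6% in these data, passing the limit was not always enough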;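 also: 100% uses oxytocin at 75 nM as the full agonist control; some results filed as inactive read as strong as hits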
#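 Assay system: CHO cell line stably expressing human OTR. Reagent: EC15 oxytocin agonist. Dosing: single dose, 3.0 µM nominal final compound concentration. Timing: compound 6 min at room temperature before oxytocin, 100 s read. Signal: kinetic Fluo-8 calcium fluorescence. Controls: oxytocin EC15 low and EC100 high.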
# TAAR1 antagonist: human TAAR1 antagonism | CHO RD-HGA16 TAAR1, Fluo-8 calcium fluorescence, antagonist | inhibition, % at 3 µM | 360,000 compounds, 1.5% hits | Q96RJ0;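 active = inhibition above a per-plate cutoff, the mean inhibition of test compounds on that plate plus 3 SD, cut at about 49% in these data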;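 also: 0% = DMSO plus EC80 beta-PEA response and 100% = DMSO alone without agonist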
# Target sequence (Q96RJ0 whole entry, looked up): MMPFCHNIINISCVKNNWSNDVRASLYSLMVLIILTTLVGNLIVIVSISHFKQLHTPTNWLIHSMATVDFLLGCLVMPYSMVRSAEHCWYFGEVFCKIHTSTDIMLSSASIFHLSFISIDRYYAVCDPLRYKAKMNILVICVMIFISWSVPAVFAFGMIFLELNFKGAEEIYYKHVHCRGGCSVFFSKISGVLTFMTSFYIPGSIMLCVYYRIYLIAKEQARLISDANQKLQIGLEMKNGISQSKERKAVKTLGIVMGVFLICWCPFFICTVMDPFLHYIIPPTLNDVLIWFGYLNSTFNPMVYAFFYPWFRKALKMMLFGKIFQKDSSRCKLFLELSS
#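 Test system – hTAAR1-expressing CHO RD-HGA16 cells, Gα16-coupled · Also added – β-PEA at EC80 concentration, post-compound challenge · Compound – 3 µM, single point · Incubation – dye loading 75 min at 37 °C, then 30 min room temperature · Measured by – Fluo-8 intracellular calcium dye fluorescence, real-time kinetic reads · Benchmarks – vehicle and agonist controls · Replicates – singlicate, one well per test compound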
# CHO-K1 Ca antag: M1 antagonist counterscreen hit in parental CHO-K1 cells; 360,000 compounds, 0.6% hits; AID 602250; inhibition, % at 3 µM; ATP-induced calcium, Fluo-8 fluorescence;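 active = inhibition above a per-plate cutoff, the plate's mean sample inhibition plus 3 SD, cut at about 24% in these data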;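 also: 0% = DMSO plus EC80 ATP and 100% = DMSO alone without ATP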
# GPR7 antag: antagonists of human GPR7 (neuropeptides B/W receptor 1). 290,000 compounds, 1.1% hits. P48145. GPR7-expressing cells, fluorescence antagonist assay. inhibition, % at 4.4 µM; in the data active = inhibition above about 16%, passing the limit was not always enough;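 also: cells stimulated with the agonist NPW; 0% = agonist with vehicle and 100% = vehicle without agonist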
# Target sequence (P48145 whole entry, looked up): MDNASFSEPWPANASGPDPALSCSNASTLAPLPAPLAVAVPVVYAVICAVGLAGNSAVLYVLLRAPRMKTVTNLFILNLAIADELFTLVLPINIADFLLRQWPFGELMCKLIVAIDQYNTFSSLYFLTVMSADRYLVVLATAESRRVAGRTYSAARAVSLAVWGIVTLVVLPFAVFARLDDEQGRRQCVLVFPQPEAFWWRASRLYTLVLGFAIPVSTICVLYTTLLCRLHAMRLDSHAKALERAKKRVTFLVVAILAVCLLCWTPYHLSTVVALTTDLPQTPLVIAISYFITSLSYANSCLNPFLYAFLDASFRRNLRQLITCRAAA
# CHO parental Ca: counter-screen: ATP calcium response change in parental CHO cells; parental CHO-K1, ATP-induced calcium, Fluo-8 fluorescence; inhibition, % at 5.6 µM; 330,000 compounds, 0.63% hits;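 active = inhibition above that plate's mean sample inhibition plus 3 SD, cut at about 26% in these data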;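 also: 0% = ATP-challenged DMSO wells and 100% = DMSO wells without ATP; some compounds past the cut are filed as inactive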
#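 Test system: untransfected parental CHO cell line. Compound: one dose, 5.6 µM nominal. Detection: intracellular calcium via Fluo-8 no-wash fluorescent dye. Measure: % inhibition. Benchmarks: ATP-challenged DMSO wells low, unchallenged DMSO wells high.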
# Starred values were filed as active, the others as inactive; . = not tested or not shown. Not a hit list. About 3.5% of those tested had a hit in this group.
smiles,V1R ag counter,CHO-K1 Ca ag,CHO-K1 Ca PAM,OXTR ag,OXTR potentiator,TAAR1 antagonist,CHO-K1 Ca antag,GPR7 antag,CHO parental Ca
Cc1ccc(-n2c(SCC(=O)Nc3ccc(C(=O)O)cc3)nnc2-c2ccncc2)cc1,0.6,1.1,22,0.7,-3,18,-15,4,-20
Cc1cccc(OCC(=O)Nc2ccc(C(=O)c3ccc(C(=O)O)cc3)cc2)c1,0.2,1.1,-10,0.8,-8,21,11,7,1
CC(C)(C)NC(=O)CSc1nncn1NCc1c(Cl)cccc1Cl,-0.2,0.7,7,1.3,2,-11,-7,1,-15
CCc1ccccc1NC(=O)CN(C)C(=O)COC(=O)c1ccco1,0.1,0.1,-3,-0.2,-2,-4,-10,.,-8
O=C(COC(=O)c1cccc2ccccc12)NCC1CCCO1 (stereo unspecified),0.2,-0.1,2,-0.6,-16,-1,-5,-2,4
O=C(O)Cc1ccc2c(c1)Cc1cccnc1O2,.,0.3,11,.,.,-20,-2,.,.
Cc1ccc(OCC(O)CN2CCN(c3ccc(C)cc3)CC2)cc1 (stereo unspecified),3.4,0.2,5,1.9,-6,-1,-4,3,-17
CC1=C(C(=O)N(C)C)CC(CC(=O)NCc2ccco2)C(=O)N1Cc1ccccc1 (stereo unspecified),.,-0.2,4,.,.,-9,-9,.,.
COc1cc(/C=C2\SC(c3ccc(C)cc3)=NC2=O)ccc1O,2.4,0.6,-6,4.1,-4,-18,11,0,-9
Cc1cc(Sc2nnc(N)s2)c2ccccc2n1,0.2,0.7,16,-0.3,0,3,-6,-10,-2
Cc1nc2ccccc2n1C(=O)c1ccc(Cl)cc1[N+](=O)[O-],0.4,0.6,5,-0.9,-8,9,-8,-6,-9
CCn1c(Cc2ccccc2)nnc1SCC(=O)Nc1ccccc1N1CCOCC1,-1.1,0.5,20,-0.3,-4,3,-7,-7,-18
COc1ccc(C(=O)NC(CCSC)C(=O)NCc2nnc3ccccn23)cc1 (stereo unspecified),.,0.5,10,.,.,-2,-1,.,.
CCCOc1ccc(-c2cn3ccccc3n2)cc1,-1.2,-0.5,1,-1.8,-13,-4,-1,-21,-19
O=C(Nc1nnc([C@@H]2C[C@H](O)[C@@H](CO)O2)s1)NC1CCCCC1,.,1.1,19,.,.,-11,-8,.,.
CCOC(=O)C1CCCN(Cc2cc(Br)ccc2OC)C1 (stereo unspecified),-0.1,-0.3,9,-1.0,6,-10,-2,-8,-8
Cc1c(C(=O)N2CCN(c3ccc([N+](=O)[O-])cc3)CC2)oc2ccccc12,-0.2,-0.7,7,-2.1,-7,3,-10,.,-8
O=S(=O)(N1CCCCC1)N1CCN(c2ccc(F)cc2)CC1,0.2,1.5,6,-1.0,-13,9,-5,8,2
O=C(CN1CCN(C(=O)c2cccc(F)c2)CC1)NC1CCCCC1,1.2,.,.,-0.2,-6,-2,.,21,-4
Cc1cc2c(Nc3ccccc3O)ncnc2s1,.,4.1,12,.,.,-13,-2,.,.
COc1ccc(S(=O)(=O)Cc2ccc(C(=O)NCc3ccc(C)cc3)o2)cc1,12,8.1,-14,7.3,-7,9,-9,-7,-23
CN(C)/C=N/c1cc(=O)n(C)c(=O)n1Cc1ccccc1,0.5,-0.1,-8,0.8,2,8,-2,-13,-2
C[C@@H]1Cc2[nH][nH]c(=O)c2[C@H](c2ccc(Cl)cc2)O1,.,-0.3,15,.,.,0,-5,.,.
COCCN(C(=O)CCC(=O)Nc1cc(C)on1)C(C(=O)NC1CCCC1)c1ccc(C(C)C)cc1 (stereo unspecified),-0.1,0.5,0,-0.8,2,19,-6,-8,-12
O=C(COC(=O)Cc1ccsc1)NCc1ccccc1,0.2,0.7,22,-0.5,-14,-8,-14,-10,2
COCCNC(=S)Nc1cc(OC)c(OC)cc1C#N,.,0.8,6,.,.,-27,-10,5,.
COc1ccc(NC(=O)CCCCCn2nnc3ccccc3c2=O)cc1OC,3.1,7.8,20,0.9,-10,-10,-8,-11,-16
Cc1nnc(SCc2ccccc2)n1N,2.0,0.5,18,0.1,1,-7,-23,-3,-1
Cc1ccc(S(=O)(=O)Nc2ccc(NC(=O)c3cccnc3)cc2)cc1,0.3,1.2,27,1.4,-3,17,-12,8,-8
O=C(Nc1cccc(Cl)c1)c1nc[nH]c1C(=O)Nc1ccccc1F,.,0.3,6,.,.,-24,-2,.,.
CCc1ccc2c(c1)cc(CN(C(=S)Nc1cccc(C)c1)C1CC1)c1nnnn12,-1.1,-0.7,-6,-2.0,-2,-21,-2,-11,-8
Cc1cccc(OCCCC(=O)Nc2ccc(N3CCCCC3)cc2)c1C,-0.6,0.3,-1,-0.7,-8,10,-15,-2,-12
COc1cccc(C(=O)OCC(=O)N2CCc3ccccc3C2)c1,0.6,-0.6,0,0.2,-7,-1,8,.,-20
O=C(NCc1cccnc1)c1ccc(S(=O)(=O)N2CCCCC2)cc1,1.6,3.3,19,0.4,-3,-8,-20,-3,-3
Cc1ccc(C(=O)NCC(=O)OCC(=O)c2ccccc2)s1,0.3,-0.4,-8,0.5,2,-8,3,.,-5
O=C(/C=N/O)NCCN1CCCCC1,1.6,0.3,13,0.1,1,-26,-13,-19,6
Cc1c(CC(=O)NCC(=O)NCC(=O)O)c(=O)oc2cc3oc4c(c3cc12)CCCC4,-0.7,0.8,3,-0.1,-3,-3,-9,-7,-10
O=C(NC1CCCC(C(F)(F)F)C1)c1ccc([N+](=O)[O-])o1 (stereo unspecified),1.4,-0.4,7,0.3,-4,-2,-10,.,-7
CCc1ccc(Nc2cnn(-c3nc4ccccc4s3)c(=O)c2Cl)cc1,0.3,2.6,19,-0.4,-7,47,-11,-3,-39
COc1ccc(NC(=O)COC(=O)c2c(-c3ccccc3)noc2C)cc1,-0.4,2.0,-11,-1.2,-8,0,-31,-10,-9
O=c1[nH][nH]c(-c2ccccc2)c1C=Nc1ccc(Cl)cc1,-0.3,-0.1,19,-1.7,-5,-6,-15,-1,-12
Cc1cccc(NC(=O)CSc2nc3nc(C)cc(C)c3c(=O)[nH]2)c1,-1.1,0.6,25,-0.6,7,-19,-11,5,-8
O=C(CN1C(=O)C(=O)N(C2CCCC2)C1=O)Nc1ccc(F)cc1F,.,1.4,3,.,.,-7,-10,.,.
COC(=O)c1cc(NC(=O)c2cccc([N+](=O)[O-])c2C)ccc1Cl,1.7,2.2,-8,1.7,-3,10,11,-2,-8
CCc1ccc(-n2c(SCC(=O)NC3CCS(=O)(=O)C3)nc3ccccc3c2=O)cc1 (stereo unspecified),0.6,1.0,-5,0.7,-4,18,-3,.,-10
COc1ccc(NC(=O)CCn2cc(C)c3ccccc32)cc1,1.5,1.7,13,-1.3,-13,.,-12,0,-12
CC(=O)c1c(C)[nH]c(C(=O)OCC(=O)c2ccc(Br)cc2)c1C,.,8.4,9,.,.,-3,-3,.,.
C=C(C)c1ccc(C(C)(C)NC(=O)NCc2ccco2)cc1,-1.5,-0.4,15,-1.6,0,3,-2,-8,-8
O=C(CCNS(=O)(=O)c1cccc(C(F)(F)F)c1)NCc1ccco1,1.5,-0.3,-12,0.3,-7,5,3,.,-1
COc1ccc(S(=O)(=O)NCC2CCCN(C(=O)c3cccnc3)C2)cc1 (stereo unspecified),-0.3,1.8,1,0.2,-1,6,-12,-7,-10
Cc1ccc2c(c1)sc1ncc(NC(=O)c3ccc(F)cc3)c(=O)n12,0.3,.,.,0.4,-7,.,.,-13,2
Cc1ccccc1-n1c(SCC(=O)c2c(N)n(C)c(=O)n(C)c2=O)nnc1-c1cccnc1,0.9,0.0,11,0.3,-9,10,3,-12,-8
CCn1nc(C)c(/C=N/NC(=O)c2ccoc2C)c1C,0.2,0.2,9,-0.5,-2,-11,9,9,-18
Cc1cc(-c2onc(C)c2C(N)=O)no1,0.5,3.5,11,0.8,-6,-11,-2,-3,-6
Cc1ccccc1-n1nc2c(c1NC(=O)c1cccs1)CS(=O)(=O)C2,2.0,1.4,20,0.0,0,-6,-15,17,8
Cc1[nH]c2ccccc2c1CN1CCC(CO)(Cc2ccccc2)CC1,0.5,0.0,8,3.0,5,-4,3,-1,-5
Cc1c(NC(=O)c2ccc(N(C)S(=O)(=O)c3ccccc3)cc2)c(=O)n(-c2ccccc2)n1C,0.7,1.0,-1,0.5,-3,14,-2,-4,-17
O=C(Nc1ccc(Cl)cc1)Nc1ccc(N2CCC(C(F)(F)F)CC2)nc1,-0.4,1.1,-14,0.8,-12,-20,12,-12,-10
CN(C(=O)C1CCCO1)C1CCS(=O)(=O)C1 (stereo unspecified),1.1,1.1,0,0.9,6,-33,1,.,-10
FC(F)(F)c1cccc(NC(=S)N(CCCN2CCCC2)Cc2cccn2Cc2ccc(Cl)cc2)c1,5.5,3.8,20,8.3,-5,-4,-4,21,12

# Going on with the list.
smiles,V1R ag counter,CHO-K1 Ca ag,CHO-K1 Ca PAM,OXTR ag,OXTR potentiator,TAAR1 antagonist,CHO-K1 Ca antag,GPR7 antag,CHO parental Ca
O=C(Nc1ncccn1)C1CCCN1S(=O)(=O)c1ccc(Cl)c(Cl)c1 (stereo unspecified),0.7,0.4,12,0.3,-5,-26,-2,-8,-4
Cc1sc(NC(=O)Cn2[nH]c(=O)c3ccccc3c2=O)nc1-c1ccccc1,0.3,0.8,8,-2.0,-11,17,-2,-3,-10
Cc1cc(C)c(C)c(S(=O)(=O)ON2C(=O)c3ccccc3C2=O)c1C,1.3,0.7,3,-1.0,-5,19,-8,-15,-2
O=S(=O)(NCc1ccco1)c1ccccc1Br,0.2,-0.1,1,1.0,3,2,-4,.,-19
Cc1ccc(CNC(=O)c2cccc3c2C(=O)c2ccc(N4CCC(C)CC4)cc2S3(=O)=O)cc1,50*,0.5,-10,40*,-10,31,-7,.,25
CCOc1ccccc1N1CCN(c2ncnc3scc(-c4ccc(OC)cc4)c23)CC1,0.2,1.9,11,-0.5,-14,7,-1,54*,-21
CC(C)Oc1ccc(Cc2cnc(=S)[nH]c2N)cc1,-0.6,0.9,18,-0.3,-8,14,-14,-9,-4
Cn1c(N2CCOCC2)cc(=O)n(C)c1=O,-0.2,1.3,7,-0.1,-8,-4,-19,-12,12
CCc1cc2c(=O)c(-c3nc4ccccc4n3C)c(C)oc2c(CN2CCOCC2)c1O,1.0,0.2,14,0.4,-4,-19,-7,-15,-24
CS(=O)(=O)Nc1cccc(C2=NN(C(=O)c3cccc([N+](=O)[O-])c3)C(c3cccs3)C2)c1 (stereo unspecified),1.3,1.6,5,0.1,-13,-32,-13,15,-1
